Assay outcomes from PubChem.
Luciferase inh: Firefly luciferase inhibition profiling of diverse chemical library using quantitative high-throughput screening. hit rate 2.5% among 76,000. AID 1347043, 2019. purified P. pyralis luciferase, luminescence, biochemical. Potency, µM (titrated, usually from 115 µM), for inactives: at the top dose activity change, negative = inhibition, hits mostly inhibitors; also: potency is read from the fitted curve at half-maximal effect; nearly all actives have a fitted effect of over 65% in size
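Biochemical qHTS: compound (6-point titration) added to 10uM D-luciferin plus 10uM ATP in Tris acetate pH 7.5 buffer with Mg, Tween-20 and BSA, then purified enzyme at 10nM; light output imaged.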
HEK cytotox: Cytotoxic Profiling in HEK 293 Cell Line of Diverse Libraries Using Quantitative High-Throughput Screening | hit rate 6.6% among 94,000 | HEK 293 viability, ATP luminescence (CellTiter-Glo), 48-72 h | AID 1345083, 2018 | Potency, µM (top dose mostly 115 µM), without a hit: top-dose activity change, negative = cytotoxicity, actives largely listed as inhibitors; also: potency is read from the fitted curve at half-maximal effect; nearly all actives have a fitted effect of over 60% in size
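ATP-coupled CellTiter-Glo luminescence served as viability read-out, recorded 10 min after reagent addition at room temperature. HEK 293 cells, 250 cells/well, had been incubated with pintool-transferred compound for 48 or 72 hr at 37 degree Celsius.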
IP6K1 inh: Primary qHTS assay for small molecule inhibitors of Inositol hexaphosphate kinase 1 (IP6K1); IP6K1 kinase, ADP-Glo luminescence, 2 h; active compounds read low; activity change, % (series mostly up to about 58 µM); hit rate 0.81% among 140,000; AID 1645851, 2021; in the data active = activity change below about -25%
Target sequence (Q92551 whole entry, looked up): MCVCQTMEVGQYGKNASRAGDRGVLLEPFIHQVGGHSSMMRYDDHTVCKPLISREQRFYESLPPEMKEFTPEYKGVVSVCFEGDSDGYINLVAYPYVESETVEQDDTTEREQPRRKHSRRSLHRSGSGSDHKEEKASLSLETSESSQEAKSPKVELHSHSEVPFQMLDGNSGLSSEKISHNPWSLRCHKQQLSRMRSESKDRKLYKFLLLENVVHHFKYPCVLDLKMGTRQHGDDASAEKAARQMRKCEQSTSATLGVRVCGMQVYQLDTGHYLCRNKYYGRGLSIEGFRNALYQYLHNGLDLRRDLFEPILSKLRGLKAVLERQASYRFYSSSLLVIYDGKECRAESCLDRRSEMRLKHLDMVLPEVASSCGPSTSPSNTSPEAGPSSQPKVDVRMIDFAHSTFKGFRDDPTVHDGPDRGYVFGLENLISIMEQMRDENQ
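ADP-Glo luminescence measures ADP made by human IP6K1 during a 2 h RT reaction with ATP/IP6 (mix at 1.3 mM/130 uM); top library doses 57.5 and 19.1 uM final.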
NIH3T3 tox: Cytotoxic Profiling in NIH 3T3 Cell Line of Diverse Libraries Using Quantitative High-Throughput Screening | hit rate 4.3% among 94,000 | AID 1345082, 2018 | Potency, µM (highest dose often 96.7 µM), for inactives: at the highest dose activity change, negative = cytotoxicity, hits mostly inhibitors | NIH 3T3 viability, CellTiter-Glo ATP luminescence, 48-72 h; also: potency is read from the fitted curve at half-maximal effect; nearly all actives have a fitted effect of over 55% in size
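Viability of NIH 3T3 cells after 48 or 72 hr compound treatment at 37 °C was assessed by CellTiter-Glo, with luminescence imaged following a 10 min room-temperature step.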
SNCA expr inh: Primary qHTS assay for inhibitors of alpha-synuclein gene (SNCA) expression | HEK-293 SNCA-luciferase knock-in, luminescence, 24 h | hit rate 0.17% among 140,000 | Potency, µM (top dose mostly 57.2 µM), for inactives: at the highest dose activity change, negative = inhibition, usual class: inhibitors;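 also: potency is read from the fitted curve at half-maximal effect; plate controls were DMSO cells for no effect and cell-free wells for full effect; nearly all actives have a fitted effect of over 45% in size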
GPT2 inh: Primary qHTS assay for inhibitors of Glutamate pyruvate transaminase 2 (GPT2); Alanine aminotransferase 2 (Homo sapiens), Q8TD30; Recombinant GPT2, coupled pyruvate oxidase/HRP Amplex Red fluorescence; Potency, µM (top dose mostly 57.7 µM), for the others: at the highest dose activity change, negative = inhibition, hits mostly inhibitors; hit rate 0.25% among 100,000; AID 1671188, 2021; also: potency is read from the fitted curve at half-maximal effect; nearly all actives have a fitted effect of over 60% in size; many of its hits are not listed in these tables
Target sequence (Q8TD30 whole entry, looked up): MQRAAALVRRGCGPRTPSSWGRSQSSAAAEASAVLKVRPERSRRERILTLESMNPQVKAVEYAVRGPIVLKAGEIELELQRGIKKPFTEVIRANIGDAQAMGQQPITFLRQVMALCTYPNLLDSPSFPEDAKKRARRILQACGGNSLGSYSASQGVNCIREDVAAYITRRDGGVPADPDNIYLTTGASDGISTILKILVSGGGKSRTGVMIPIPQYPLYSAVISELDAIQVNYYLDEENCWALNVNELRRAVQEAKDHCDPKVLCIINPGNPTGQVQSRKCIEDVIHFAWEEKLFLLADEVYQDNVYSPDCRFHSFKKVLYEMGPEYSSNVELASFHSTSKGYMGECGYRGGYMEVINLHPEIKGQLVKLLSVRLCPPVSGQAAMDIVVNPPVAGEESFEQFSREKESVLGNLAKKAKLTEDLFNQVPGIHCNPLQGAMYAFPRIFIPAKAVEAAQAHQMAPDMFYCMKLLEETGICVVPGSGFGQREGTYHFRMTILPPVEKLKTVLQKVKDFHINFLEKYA
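GPT2 10ng/uL, a-KG 250uM, L-Ala 2mM, HEPES pH7.5 + 0.0001% Tween; 30 min RT. Then Amplex mix (PO/HRP/ThPP), 30 min RT dark, fluorescence. AOA 50uM used as positive control.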
SNCA viab count: GF-AFC viability counterscreen for inhibitors of alpha-synuclein gene (SNCA) expression; hit rate 0.12% among 150,000; HEK-293-SNCA-luc viability, GF-AFC fluorescence, 24 h; AID 1671193, 2021; Potency, µM (series often up to 57.1 µM), inactives show at the highest dose activity change, negative = cytotoxicity, hits mostly cytotoxic;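 also: potency is read from the fitted curve at half-maximal effect; 0% = DMSO-treated cells and -100% = medium-only wells without cells; nearly all actives have a fitted effect of over 30% in size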
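Cytotoxicity counterscreen: after 24 h compound treatment of genome-edited SNCA-luciferase HEK-293 cells, live-cell protease substrate GF-AFC read by fluorescence after 30 min; activity scaled between DMSO (0%) and medium-only (-100%), curves Hill-fitted.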
* = called active by the depositor; i = inactive; ? = inconclusive; nt = not tested or not shown; [ ] = another dose, or the depositor's remark. Unless noted, calls follow the shape of the dose curve; as a rule, active = well fitted curve in the direction sought with a large enough effect; inconclusive = small, poorly fitted or top-dose-only effect, or another doubt; inactive = no such curve, though single readings can be large; an effect the other way counts as inactive or inconclusive. Unless noted, % is scaled to controls: 0 for no effect and ±100 for the full control effect.

SMILES	Luciferase inh	HEK cytotox	IP6K1 inh	NIH3T3 tox	SNCA expr inh	GPT2 inh	SNCA viab count
COc1cccc(NC(=O)c2sc3nc(N4CCOCC4)c4c(c3c2N)CC(C)(C)OC4)c1	nt	nt	19	nt	202%[activator]	nt	-15%
COc1ccc(CN2CCC3(CC2)NCc2ccccc2NC3=O)cc1	nt	-17%	18	-4%	?	i	-1%
Cc1ccccc1NC(=O)/C(C#N)=C/c1ccc(Cl)cc1Cl	nt	nt	-5	nt	-14%	nt	1%
O=C(c1ccc(-c2cccs2)cc1)N1CCC(C(=O)N2CCN(Cc3ccccc3)CC2)CC1	nt	?	2	?	nt	nt	nt
O=C(COc1ccccc1)N1CC(CO)C2(CCNCC2)C1 (configuration not stated)	nt	-12%	18	-18%	-30%	-7%	-7%
COc1ccc(CNCc2ccc3c(c2)n(C)c(=O)n3C)cc1	nt	nt	-4	nt	3%	nt	-12%
Cc1ccc(C)c(N2CCN(C(=O)C3CCN(S(=O)(=O)c4ccc5[nH]c(=O)oc5c4)CC3)CC2)c1	nt	nt	8	nt	-22%	nt	9%
COc1ccc(-c2cnn3c(C)cc(C)nc23)cc1OC	nt	nt	1	nt	4%	nt	-29%
COCC1(CNCc2cccc(OC)c2)C[C@@H](O)[C@@H](O)C1 (some centres not stated)	-6%[172 µM]	5%[172 µM]	-1	-3%[174 µM]	-7%[87.6 µM]	-26%[88.5 µM]	3%[87.6 µM]
CCn1ccc(C(=O)N2CCCC(CN3CCC(C)CC3)CC2)n1 (configuration not stated)	12%	-11%	-1	5%	-21%	-7%	-7%
CC(=O)NCCc1ncc(C)n1C1CCCC1	8%	1%	10	-10%	-8%	i	15%
CCNC(=O)[C@H]1O[C@H](n2cnc3c(NCC(c4ccccc4)c4ccccc4)nc(C(=O)NCCNC(=O)NC4CCN(c5ccccn5)CC4)nc32)[C@H](O)[C@@H]1O	nt	nt	-15	nt	nt	1%	-5%
CC(C)[C@@H]1CN(S(=O)(=O)c2ccc(Cl)cc2Cl)C[C@H]1N(C)C	-7%	?	-6	?	-6%	i	7%
O=C1NCCC[C@@H]1NC(=O)[C@H]1CN(C(=O)c2cccc(F)c2)CCN1C(=O)c1cncnc1	-13%	-3%	-2	-6%	14%	1%	4%
COc1cccc(N2C(=O)NC(=NC3CCCCC3)C23CCN(CC2CC2)CC3)c1	nt	1%	-2	i	-9%	2%	2%
COc1ccc(-c2noc(CSc3nnc(-c4ccccc4)n3-c3ccc(F)cc3)n2)c(OC)c1	nt	nt	-3	nt	?	nt	?
CC(C)c1ccc(N2C[C@]34C=C[C@H](O3)C(C(=O)N3CCSCC3)C4C2=O)cc1 (some centres not stated)	-1%	-4%	-6	i	26%	-5%	-14%
COc1ccccc1CN1C[C@@H]2C(=O)N(CCCN3CCCC3=O)C(=O)[C@@H]2C1	13%	14%	7	i	14%	i	4%
COc1ccc(CNC(=O)Cc2c(C)c3cc4c(C)coc4c(C)c3oc2=O)cc1OC	nt	nt	-9	nt	34%[activator]	nt	-3%
Cc1cccc(NC(=O)Cn2c(=O)n(CCCCCC(=O)NCc3ccccc3)c(=O)c3sccc32)c1	nt	nt	19	nt	-20%	nt	?
O=C(NCc1cccc(Cl)c1)c1cc(-c2cccs2)c2cccn2n1	nt	28µM*	0	?	?	?	?
COc1cccc(CNC(=O)Nc2cccc(-c3ccc(N4CCCCC4)nn3)c2)c1	0.25µM*	32µM*	-17	?	-69%	-9%	-15%
O=C(c1cccnc1)N1CCCC2(C1)C(=NC1CCCC1)NC(=O)N2c1cc(F)cc(F)c1 (configuration not stated)	-13%	-16%	2	-16%	13%	-22%	7%
O=C(NC1CCN(c2ccc3nnc(C4CC4)n3n2)CC1)c1ccccc1	nt	-3%	4	4%	nt	nt	nt
Cc1noc2ncnc(N3CCCC(C(=O)Nc4cccc(C(F)(F)F)c4)C3)c12 (configuration not stated)	nt	nt	-9	nt	59%[activator]	nt	-10%
CCC(CC)C(=O)Nc1ccc([C@@H](O)[C@H]2COCC(=O)N2)cc1	1%[172 µM]	i	-5	i	33%[activator][87.6 µM]	i	4%[87.6 µM]
COCCOCc1nc(C2CCN(C(=O)Nc3ccccc3F)CC2)no1	0%	i	-8	2%	-20%	i	5%
COc1ccc(-c2cn3c(n2)N(C(=O)Cn2ccnc2)CCC3)cc1	-11%	?	-7	-7%	28%	2%	7%
O=C(NCCNC(=O)c1ccc(-c2cncnc2)cc1)Nc1ccccc1	nt	-15%	-7	-15%	nt	nt	nt
CCC1(N2CCN(C(=O)C3COc4ccccc4O3)CC2)CCN(C(=O)NC)C1 (configuration not stated)	-1%	1%	6	-18%	30%[activator]	i	4%
OC(CNc1nccc(-c2cccnc2)n1)COc1ccc(Cl)cc1 (configuration not stated)	?	?	-5	?	-9%	1%	7%
O=C1CC(c2ccccc2)N(Cc2ccncc2)CCCN(C(=O)C2(c3ccccc3)CC2)CCN1 (configuration not stated)	-9%	?	10	?	14%	?	-23%
Cc1nn(-c2ccccc2)c2c1C(C(C)C)N(C1CCN([S+](=O)([O-])c3c(C)noc3C)C1)C2=O (configuration not stated)	nt	?	17	-23%	nt	nt	nt
C#C[C@]1(O)CC[C@@H]2[C@@H]3CCc4cc(O)ccc4[C@H]3CC[C@@]21C	nt	nt	nt	nt	38%[activator]	-4%	-8%
COc1cccc2cc(C(=O)Nc3ccc(CC(=O)O)cc3)c(=O)oc12	nt	nt	2	nt	?	nt	-7%
O=C(Nc1ccc(F)cc1F)c1cnn(-c2ccc(F)cc2)c1-n1cccc1	nt	nt	4	nt	-5%	nt	-14%
OCC1CN(c2ncccn2)CC12CCN(Cc1cccc(Cl)c1F)CC2 (configuration not stated)	11%	?	-2	-20%	-9%	-3%	-5%
CCNC(=O)N[C@@H]1C=C[C@@H](c2c(C)nn(-c3ccc(OC)cc3)c2C)C1	?	?	-8	50µM*	-75%[87.6 µM]	1%[88.5 µM]	?
O=C(CCCCCCCCC#CI)Oc1ccccc1	nt	nt	-13	nt	-20%[25.6 µM]	-2%	-4%
COc1cccc(CNC(=O)CCNc2cnc3cnccn23)c1	-5%	-3%	11	-2%	1%	?	?
NC(=O)c1cccnc1N1CCC(Oc2ccc(Cl)cc2)(C(=O)O)CC1	-5%	i	3	i	5%	-3%	-2%
Cc1c(C(=O)NCc2cccc(Cl)c2)sc2nc[nH]c(=O)c12	nt	nt	-4	nt	-15%	nt	-21%
CCN(Cc1ccccc1)C(=O)C1CCCN(C2CCN(C(=O)C3CC3)CC2)C1 (configuration not stated)	-2%	4%	-9	i	-28%	-10%	3%
CN1C(C(=O)Nc2ccc(OC(F)(F)F)cc2)=CC(c2cccs2)=NS1(=O)=O	nt	nt	20	nt	?	nt	-11%
CCN(CC)c1ccc(NC(=O)Cn2ncc3c(C)n(Cc4ccccc4F)c(C)c3c2=O)c(C)c1	nt	nt	2	nt	27%	nt	2%
COc1ccc(CNC(=O)C2CN(C3CCCC3)C(=O)N2)cc1 (configuration not stated)	nt	-6%[172 µM]	14	-15%[138 µM]	48%[activator][87.6 µM]	?	1%[12.5 µM]
Cc1ccc2c(C)c(C(=O)N3C[C@@H](NS(C)(=O)=O)[C@H](C(C)C)C3)oc2c1	1%	45µM*	-8	?	?	-43%	-18%
CCCn1c(C)cnc1CC1CCN(S(=O)(=O)CCC)CC1	1%	0%	8	4%	30%	i	-4%
Cn1c(=O)[nH]c(=O)c2c1nc1n(CCO)c(-c3ccccc3)cn21	nt	nt	-2	nt	55%[activator]	nt	-3%
Cc1cnc(C(=O)N[C@@H]2CCC[C@@H]2C(=O)N2CCCCC2)cn1	-3%	-7%	5	-2%	-11%	1%	1%

Part of the list above, with values under each structure:
Each structure is followed by: Luciferase inh, HEK cytotox, IP6K1 inh, NIH3T3 tox, SNCA expr inh, GPT2 inh, SNCA viab count
- CCCn1c(C)cnc1CC1CCN(S(=O)(=O)CCC)CC1
 : 1%, 0%, 8, 4%, 30%, i, -4%
- Cn1c(=O)[nH]c(=O)c2c1nc1n(CCO)c(-c3ccccc3)cn21
 : nt, nt, -2, nt, 55%[activator], nt, -3%
- Cc1ccc2c(C)c(C(=O)N3C[C@@H](NS(C)(=O)=O)[C@H](C(C)C)C3)oc2c1
 : 1%, 45µM*, -8, ?, ?, -43%, -18%
- CN1C(C(=O)Nc2ccc(OC(F)(F)F)cc2)=CC(c2cccs2)=NS1(=O)=O
 : nt, nt, 20, nt, ?, nt, -11%

Other structures follow.
SMILES	Luciferase inh	HEK cytotox	IP6K1 inh	NIH3T3 tox	SNCA expr inh	GPT2 inh	SNCA viab count
COCCN1CC(CO)C2(CCN(C(=O)Cc3ccccc3C)CC2)C1 (configuration not stated)	-9%	?	6	-14%	-1%	i	8%[12.5 µM]
CC1=C[C@@H](CNC(=O)c2cnccn2)[C@H](C(C)C)C[C@H]1CC(=O)NCCN1CCOCC1	-1%	-5%	11	-3%	-16%	3%	-13%
Cc1nc(CN2CCCC(CCc3ccccc3C(F)(F)F)C2)no1 (configuration not stated)	-8%	?	-2	?	-14%	-10%	1%
COc1cccc(C(=O)N2CCC(N3C[C@H](O)C[C@H]3C(=O)NCc3cc(F)cc(F)c3)CC2)c1	3%	-29%	5	-12%	-30%	5%	6%
CNC(=O)[C@H]1C[C@H](Oc2cccnc2)CN1C(=O)Cc1ccccc1	8%	i	4	1%	0%	-12%	-5%
Cn1cnc(S(=O)(=O)NCCc2noc(-c3ccncc3)n2)c1	3%	-2%	16	i	0%	i	-13%[12.5 µM]
CN(Cc1ccco1)C(=O)c1cccc2c1CCN2C(=O)Nc1ccccc1	1.3µM*	?	-6	?	-72%	2%	-27%
O=C1CCC2(CCN(c3ncc(F)cn3)CC2)CN1CC1CCCO1 (configuration not stated)	-9%	-9%	1	3%	23%	?	-3%
COC(=O)N(C)Cc1cccc(N2CCN(C(=O)OC(C)(C)C)CC2)c1F	nt	?	14	?	nt	nt	nt
O=C(c1ccc(Cl)cc1)N1CCC2(CN[S+](=O)([O-])c3cccnc3O2)C1 (configuration not stated)	nt	4%	-7	i	-3%	i	2%
Cc1cccc(C)c1NC(=O)NCCCN1CCN(c2ccccc2)CC1	nt	nt	12	nt	34%[activator]	nt	-6%
CCCCn1c(=O)c(C(=O)N2CCN(C(=O)c3ccccc3C)CC2)nc2cccnc21	nt	-5%	-9	-8%	7%	4%	-1%

This is a subset; count on the stated rates, not on these rows.
